Compound activity (PubChem BioAssay)
PAX8 inh HTS: PAX8 transcriptional activity inhibition; inhibition, % at 12.6 µM; AID 652154; RMG-I TPO-luciferase reporter, SteadyGlo, 24 h; hit rate 1.2% among 360,000;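 active = mean replicate inhibition at least 60% with every replicate also reaching 60%; inconclusive = only one of the two criteria is met; inactive = mean below 60% and not all replicates reaching 60%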;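 also: luciferase light reporting Pax8 driven TPO promoter activity; plate controls were median of neutral control wells for no effect and mitoxantrone controls for full effect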
ARNT-TACC3 inh: ARNT/TACC3 interaction disruption; AID 623870; hit rate 0.66% among 390,000; AlphaScreen His-ARNT PAS-B/GST-TACC3 binding, luminescence; TACC3 fragment carries E629A point mutation; inhibition, % at 9.99 µM;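 active = mean inhibition of replicates at least 50% and at least half of replicates each reaching 50%; inconclusive = half or more replicates reach 50% but mean below 50%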;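 also: 0% = complete ARNT plus TACC3 wells and 100% = ARNT alone without TACC3; many hits fall short of the cut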
PGC1a acetyl inh: PGC1a acetylation modulation, inhibitor mode; hit rate 0.17% among 350,000; U2OS PGC1a acetylation, AlphaScreen anti-acetyl-lysine; with virally co-expressed GCN5 acetyltransferase; inhibition, % at 15.6 µM;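 active = every replicate shows inhibition of at least 40%; inconclusive = mean inhibition at least 40% but some replicate below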;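 also: 0% = neutral control wells and 100% = positive control wells; some results beyond the cut were filed as inactive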
GSIS activator: primary screen for activators of insulin secretion dependent on glucose, INS-1E cells, GLuc reporter luminescence | hit rate 0.61% among 370,000 | activation, % at 16.6 µM | INS-1E GLuc reporter insulin secretion, 2-3 h;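 active = lowest replicate activation of at least 40%, so every replicate reaches that level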;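 also: 0% = median of neutral control wells and 100% = median of IBMX positive control wells; some compounds called inactive have numbers as strong as hits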
Cneo AK release: Cryptococcus neoformans lysis via adenylate kinase release; C. neoformans lysis, adenylate kinase release luminescence, 4 h; normalised: neutral wells 0, clomiphene wells 100; lysis activity, % at 15 µM; hit rate 0.2% among 360,000;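 active = mean lysis activity across replicates of at least 80%, whatever share of replicates individually reach that level; inactive = mean lysis activity below 80%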
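Assay system: log-phase C. neoformans yeast / Quantity: yeast cell density of 5 × 10^6 cells/mL / Medium: fresh YPD growth medium / Compound: single dose / Timing: static 4 h at 37 °C with compound, 1 h detection / Measured by: adenylate kinase release luminescence / Read-out: lysis from increased AK signal / Benchmarks: Clomiphene as positive lysis control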
LGR2 inh: Drosophila LGR2 receptor signaling inhibition | AID 720647 | hit rate 0.35% among 380,000 | inhibition, % at 9.99 µM | HEK293 LGR2, CRE-luciferase, bursicon-stimulated, 4 h;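 active = drop in luminescence signal, shown as inhibition above about 50% in the replicate tests, limit read from the data, passing the limit was not always enough; inconclusive = probably only some replicates passing the limit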;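 also: agonist challenge used bursicon conditioned medium at about half maximal strength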
PglD inh: inhibitors of Campylobacter jejuni PglD acetyltransferase; purified PglD enzyme, DTNB colorimetric CoA detection; inhibition, % at 12.5 µM; hit rate 0.098% among 360,000; AID 602405; in the data active = inhibition above about 16%, passing the limit was not always enough; inconclusive = no clear call, values can overlap the other calls; also: strong numbers were not always called active
C2C12 statin: suppression of simvastatin myotoxicity. C2C12 myotubes + simvastatin, ATP luminescence, 48 h; scaled: DMSO 0, geranylgeraniol control 100. rescue of ATP level, % at 7.49 µM. hit rate 0.78% among 330,000. AID 602340;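 active = mean ATP rescue above about 67%, or every replicate alone reaching that limit, limit read from the data, passing the limit was not always enough; inconclusive = no clear call, values can overlap the other calls; inactive = mean under the limit and some replicate under it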;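 also: myotubes were challenged with 10 µM simvastatin during compound exposure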
Active calls of the source: *; ? = inconclusive; · = no result given.

SMILES | PAX8 inh HTS | ARNT-TACC3 inh | PGC1a acetyl inh | GSIS activator | Cneo AK release | LGR2 inh | PglD inh | C2C12 statin
C[C@@H]1CCCCO[C@@H](CN(C)C(=O)c2ccncc2)[C@H](C)CN([C@H](C)CO)C(=O)c2cc(NC(=O)c3ccccc3)ccc2O1 | 5 | -7 | -8 | 3 | 5 | 8 | -7 | ·
CC(C)(C)c1ccc(C(=O)N/C(=C\c2cccs2)C(=O)N2CCOCC2)cc1 | 2 | -34 | 2 | -9 | 0 | 6 | 10 | 2
C#CCN(C[C@H]1[C@H](OC(=O)Nc2cccs2)[C@H](OC(=O)Nc2cccs2)C[C@H]2C(=O)N(c3ccccc3)C(=O)[C@@H]12)S(=O)(=O)c1ccc(C)cc1 | -24 | · | 1 | 12 | -1 | 9 | -6 | 5
Cc1cc(C)c2c(N)c(C(=O)Nc3ccc(C)c(C)c3)sc2n1 | -130 | -6 | 2 | · | -2 | · | 1 | -12
O=C(O)CN1C(=O)/C(=C2\C(=O)N(Cc3ccccc3Cl)c3ccccc32)SC1=S | 39 | 4 | 2 | 25 | -1 | -5 | -6 | 3
C[C@@H]1CN([C@H](C)CO)S(=O)(=O)c2ccc(Br)cc2O[C@H]1CN(C)C | · | 0 | 5 | -11 | -3 | -10 | 1 | 7
Cc1ccc(N2CCN(C(=O)c3cc(-c4ccc(F)cc4)[nH]c3C)CC2C)cc1 (stereo unspecified) | 10 | -17 | -2 | 4 | -1 | -2 | -9 | 9
O=C(NCc1nnc(SCC(=O)N2CCc3ccccc32)o1)c1ccco1 | 12 | · | · | 15 | -1 | 5 | 0 | 1
Cc1ccc(CNC(=O)C2=CCN(S(=O)(=O)c3ccc(C)cc3)CC2)cc1 | -4 | -4 | -11 | -24 | -2 | -10 | 0 | 7
N#C[C@H]1[C@H](c2ccc(C#Cc3ccc(F)cc3)cc2)[C@H](CO)N1C(=O)C1CCC1 | -5 | -20 | -18 | -13 | 1 | -2 | -1 | 15
COc1ccc(S(=O)(=O)N2CCOCC2)cc1NC(=O)Cc1cccs1 | -2 | -2 | -1 | 9 | -1 | 3 | -1 | 8
CC(C)c1cccc(C2=CC(=O)C[C@H](c3ccc4c(c3)OCO4)C2)c1 | 0 | -7 | -28 | 12 | -2 | 4 | -3 | 5
COc1ccccc1C1CN=NC12CCCc1ccccc1C2=O (stereo unspecified) | 23 | -1 | 9 | · | 2 | · | -2 | ·
C[C@H](CO)N1C[C@H](C)[C@H](CN(C)Cc2ccc(C(F)(F)F)cc2)OCCCC[C@H](C)Oc2ccc(NS(=O)(=O)c3ccc(Cl)cc3)cc2C1=O | 19 | 4 | -2 | -14 | 2 | 27 | 0 | ·
O=C(NCC[C@H]1CC[C@H](NC(=O)c2ccc3c(c2)OCO3)[C@H](CO)O1)Nc1cc(F)ccc1F | -6 | 2 | 4 | -13 | 10 | -2 | 0 | 12
O=C(Nc1ccccc1F)N1CC(=O)N2[C@H](CO)[C@H](c3ccc(C#CC4CC4)cc3)[C@H]2C1 | 17 | · | 3 | -10 | · | 13 | · | ·
CCN(CC)S(=O)(=O)c1ccc(C(=O)OCC(=O)NC2CCCC2)cc1 | 5 | -8 | 7 | -3 | 0 | -9 | -3 | -3
O=C(NCc1ccccc1)C12CC3CC(CC(Br)(C3)C1)C2 | 5 | -3 | -8 | -5 | 8 | -3 | 0 | 8
c1ccc2[nH]c(SCc3ccc(-c4nnco4)cc3)nc2c1 | -121 | -10 | 7 | · | -7 | · | -4 | -11
CC1CN(C(=S)SCC(=O)c2ccc([N+](=O)[O-])cc2)CC(C)O1 (stereo unspecified) | 4 | · | · | -1 | 0 | 8 | -5 | 16

Rewritten with tabs: entries from further up
compound	PAX8 inh HTS	ARNT-TACC3 inh	PGC1a acetyl inh	GSIS activator	Cneo AK release	LGR2 inh	PglD inh	C2C12 statin
C[C@@H]1CCCCO[C@@H](CN(C)C(=O)c2ccncc2)[C@H](C)CN([C@H](C)CO)C(=O)c2cc(NC(=O)c3ccccc3)ccc2O1	5	-7	-8	3	5	8	-7	·
COc1ccccc1C1CN=NC12CCCc1ccccc1C2=O (stereo unspecified)	23	-1	9	·	2	·	-2	·

(further entries)
SMILES | PAX8 inh HTS | ARNT-TACC3 inh | PGC1a acetyl inh | GSIS activator | Cneo AK release | LGR2 inh | PglD inh | C2C12 statin
CCn1cc(CN2CCCC(C(=O)Nc3cccc(-c4cc5ccccc5[nH]4)c3)C2)c(C)n1 (stereo unspecified) | 19 | · | -6 | -39 | -3 | 7 | -1 | 3
CCCC#Cc1ccc2c(c1)O[C@@H](CN(C)Cc1cncnc1)[C@@H](C)CN([C@@H](C)CO)S2(=O)=O | · | -11 | -1 | -11 | -1 | -6 | 0 | -1
CC1(C)CC(NC(=S)Nc2ccc(S(N)(=O)=O)cc2)CC(C)(C)N1 | -15 | -1 | 7 | 11 | 6 | 38 | 2 | 4
COc1ccc(CCNC(=O)C(C)Sc2ccccc2)cc1OC (stereo unspecified) | · | 0 | -9 | · | -2 | · | -6 | ·
CCCNC(=O)N1C[C@H](C)[C@H](OC)CN(C)C(=O)c2ccc(NC(=O)CC)cc2OC[C@@H]1C | 4 | 0 | 2 | 0 | 1 | -4 | 0 | -2
COCCNC(=O)C[C@H]1C[C@H]2c3cc(NC(=O)CN(C)C)ccc3O[C@H]2[C@H](CO)O1 | 1 | 9 | 2 | 7 | 41 | -14 | 3 | -2
CCCN1CCC(NC(=O)Cc2cccc(C)c2)CC1 | -7 | -6 | 4 | -2 | 1 | -9 | -2 | 38
COc1ccc(CNc2oc(COc3ccccc3Cl)nc2C#N)cc1 | · | -2 | -2 | · | 2 | · | -3 | -2
CC[C@H](C)[C@H]1CNC(=O)C(=O)N1CC1CCN(CCc2ccccc2)CC1 | -2 | 12 | -2 | -1 | -1 | -4 | 1 | 4
CC(C)(C)NC(=O)[C@H]1CC[C@H]2[C@@H]3CC[C@H]4NC(=O)C=C[C@]4(C)[C@H]3CC[C@]12C | 16 | -4 | -3 | -12 | -2 | 8 | 10 | 9
CO[C@H]1CN(C)C(=O)c2cc(NS(=O)(=O)c3ccc(Cl)cc3)ccc2OC[C@@H](C)N(C)C[C@@H]1C | 9 | -8 | -17 | -2 | -6 | -10 | 0 | 2
Cc1cc(NC(=O)C(C)Oc2ccccc2)no1 (stereo unspecified) | 1 | -4 | 1 | 22 | · | -13 | · | 1
CC1CCN(CC2C(=O)O[C@@H]3C[C@@]4(C)CCC[C@H](C)C4=C[C@H]23)CC(C)(C)C1 (stereo partly specified) | ? | 3 | -2 | 13 | 1 | 39 | 1 | -25
Cc1ccc(-c2ccc3c(c2)O[C@H](CN(C)C(=O)CC2CC2)[C@@H](C)CN([C@@H](C)CO)S3(=O)=O)cc1 | 10 | -1 | -2 | -21 | -5 | 15 | -2 | 13
COc1ccc(C=NNc2nc3c([nH]2)c(=O)n(C)c(=O)n3C)cc1 | · | 4 | -6 | 5 | -1 | -6 | 0 | -30
CCCN1CC=C2C(C#N)=C(N)C(C#N)(C#N)C(c3cccc(OC)c3OC)C2C1 (stereo unspecified) | · | · | -8 | -16 | 5 | 6 | -4 | -3
Cc1ccccc1Nc1nc(N)nc(CN(C)Cc2ccccc2Cl)n1 | -31 | 57* | -3 | 6 | -1 | -46 | · | ·
O=C(CN1C(=O)c2cccc3cccc(c23)C1=O)NCCN1CCOCC1 | -6 | 2 | · | 13 | · | 4 | · | ·
COc1ccccc1-c1cc(C(F)(F)F)nc(N2CCOCC2)n1 | 0 | -4 | 17 | · | 0 | · | -4 | ·
C/C=C/c1ccc([C@H]2[C@@H](CO)N(CC3CCOCC3)C23CN(S(=O)(=O)CC)C3)cc1 | -10 | · | -7 | -11 | · | 1 | · | ·
COC(=O)[C@]1(Cc2ccccc2)N[C@H](CN(C)S(=O)(=O)c2ccc(-c3ccccc3)cc2)[C@@H]2C(=O)N(Cc3ccccc3)C(=O)[C@@H]21 | -8 | -5 | 7 | 11 | 2 | -5 | 1 | -2
CCCCN(C)C(=O)c1cn(C)c2ccc(S(=O)(=O)N(C)C)cc2c1=O | 1 | · | 7 | 4 | 0 | 9 | 0 | 2
O=C(c1cccc(S(=O)(=O)N2CCN(c3ccccc3)CC2)c1)N1CCN(c2ccccc2O)CC1 | 1 | -1 | -2 | -4 | 1 | 8 | -4 | -3
Cn1ncc(Br)c1NC(=O)Nc1ccccc1 | · | 6 | 6 | · | 0 | · | 1 | -2
CC(=O)Nc1ccc2c(c1)C(=O)N(C)[C@H]1CC[C@H](CC(=O)NCc3ccc(F)cc3)O[C@H]1CO2 | 1 | 8 | 1 | 2 | 1 | 1 | 2 | 9
CSCC[C@H](NC(=O)[C@@H]1Cc2ccccc2CN1)C(=O)NC1CCCC1 | -7 | -2 | -9 | 9 | 2 | -1 | -1 | 11
CCC(Cc1ccccc1)NC(=O)c1cc(S(=O)(=O)N2CCCCC2)c[nH]1 (stereo unspecified) | -1 | 5 | -10 | -19 | -3 | 14 | -6 | 4
Cc1ccc(NC(=O)C2C3C=CC4(O3)C2C(=O)N(CCCN2CCCC2)C4C(=O)NC2CCCCC2)cc1Cl (stereo unspecified) | -2 | 22 | 10 | 15 | -1 | 14 | 5 | -15
Cc1ccccc1N1CCN(C2CCCN(C(=O)c3cc(CC(C)C)nn3C)C2)CC1 (stereo unspecified) | 14 | 4 | -21 | -35 | -3 | 22 | -3 | -3
Cc1nc(N2CCN(c3ccccn3)CC2)c2c(C)c(C(=O)Nc3ccc(Cl)cc3)sc2n1 | 1 | -18 | 3 | -16 | 2 | 2 | -2 | -13
CCOC(=O)NC(=O)CSc1ccc(S(=O)(=O)N(C)C2CCCCC2)cn1 | -3 | -8 | -5 | -24 | 0 | 9 | 9 | 0
COc1ccc2c(n1)Sc1nc3ccccc3nc1N2 | -61 | 8.9* | 30 | 22 | -1 | -89 | 3 | 25
CCOC(=O)c1cc(-c2ccccc2)nn1Cc1cc(C)no1 | -122 | -9 | -20 | 7 | -5 | -73 | 4 | 5
Cc1ccc2c(c1)N(CC(=O)NCCCN1CCCCC1)C(=O)CO2 | 13 | -8 | · | 3 | 2 | -17 | 6 | 4
Cc1nnc(SCC(=O)Nc2cccc(C(F)(F)F)c2)[nH]c1=O | · | -5 | 4 | · | -1 | · | -1 | 33
Cc1ccc(C)c(NC(=S)NCc2ccc3[nH]c4c(c3c2)CCCC4)c1 | 4 | 0 | -4 | · | 1 | · | 5 | 10
C[C@H](CO)N1C[C@H](C)[C@H](CN(C)Cc2ccc(C(F)(F)F)cc2)Oc2c(NS(=O)(=O)c3ccc(Cl)cc3)cccc2C1=O | · | 7 | -3 | -21 | 0 | 10 | 0 | 24
C[C@H](CO)N1C[C@H](C)[C@H](CN(C)S(C)(=O)=O)Oc2ncc(C#Cc3ccccc3)cc2C1=O | -29 | 1 | 1 | 3 | -12 | -16 | 0 | 23
CCOC(=O)C[C@H]1c2cc(F)ccc2S(=O)(=O)N1C(C)(C)C | -4 | -2 | -7 | 1 | -5 | 17 | -2 | 12
CC(C)C#Cc1cnc2c(c1)C(=O)N([C@H](C)CO)C[C@@H](C)[C@H](CN(C)C(=O)CN1CCOCC1)O2 | · | -14 | -2 | 8 | 0 | 3 | 0 | -5
O=C(NCc1ccccc1)C1(CC2CC(c3ccccc3)=NO2)CCNCC1 (stereo unspecified) | 0 | 3 | · | -17 | 2 | 0 | -4 | -68

Random draw from the library (roughly 2.9% active in at least one column).
